Source: PubChem
DT40 TDP1 CPT: DT40-hTDP1 cell growth loss with CPT; chicken DT40 Tdp1-/-;hTDP1 cells + 20 nM CPT, ATP luminescence, 48 h; Potency, µM (doses to about 46.2 µM), for the others: top-dose activity change, negative = growth inhibition, usual class: inhibitors; actives 12% (n = 420,000); active = well fitted inhibition curve with a large enough effect; inconclusive = small, poorly fitted or top-dose-only effect; also: nearly all actives have a fitted effect of over 55% in size
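Chicken DT40 Tdp1-/- cells stably complemented with human TDP1 were seeded at 400 cells/well in medium containing 20 nM camptothecin, exposed to pin-transferred compounds, and grown at 37 °C for at least 48 hr. Viability was read as ATP luminescence.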
* hit, by the source's call; [ ] = remark or other dose. % is scaled to controls: 0 for no effect and ±100 for the full control effect; potency is read from the fitted curve at half-maximal effect. An excerpt; rates above refer to the full screens.

For O=C(c1cn(CC2CCCN(Cc3cc4ccccc4s3)C2)nn1)N1CCCC1 (stereo not given) the results were DT40 TDP1 CPT 12%.
For C[C@H](CO)N1C[C@H](C)[C@@H](CN(C)Cc2ccncc2)Oc2ncc(Br)cc2C1=O the results were DT40 TDP1 CPT -12%.
Screening COc1ccc(Nc2c(CC(C)C)nc3nc(C)cc(C)n23)cc1 returned DT40 TDP1 CPT inconclusive.
For O=C(Cc1cccc2ccccc12)NN=Cc1ccc2c(c1)CCC2 the results were DT40 TDP1 CPT inconclusive.
For CC1(C(=O)NS(=O)(=O)c2ccc(Br)cc2)CCN1C(=O)CCc1cccs1 (stereo not given) the results were DT40 TDP1 CPT -22%.
Screening COc1ccc(C(NC(=O)C2CCN(C/C=C/c3ccc(OC(C)=O)c(OC)c3)CC2)c2ccccn2)cc1 (stereo not given) returned DT40 TDP1 CPT inconclusive.
`CC(C)(C)n1nnnc1C(CCc1ccccc1)N1CCN(C/C=C/c2ccccc2)CC1` (stereo not given) gave DT40 TDP1 CPT inconclusive.
`N#CC(Cc1cccs1)c1nc2ccccc2[nH]1` (stereo not given) gave DT40 TDP1 CPT 5%.
For CCc1nc2c(OCCn3cccc3)cccn2c1N(C)C(=O)c1cccs1 the results were DT40 TDP1 CPT inconclusive.
Screening CC(C)Nc1ncnc2c1ncn2[C@H]1CN(Cc2cccnc2)C[C@@H](CO)O1 returned DT40 TDP1 CPT 7%.
Screening C=C1C(=O)[C@]23C[C@H]1CC[C@H]2[C@]1(C)[C@@H](OC(C)=O)CC[C@@](C)(C(=O)OC)[C@H]1C[C@@H]3OC(C)=O returned DT40 TDP1 CPT 0.58µM*.
`CN(C)C(=O)c1ccc(NC(=O)c2cccc(-n3cnnn3)c2)cc1` gave DT40 TDP1 CPT 5%.
For COC(=O)c1cccc(C(=O)N2CCc3c(C(=O)OC)c(OCc4ccccn4)cc(=O)n3CC2)c1 the results were DT40 TDP1 CPT -3%.
For COc1ccc(CCNC(=O)c2ccc3c(c2)S(=O)(=O)N=C2CCCCCN23)cc1OC the results were DT40 TDP1 CPT 2%.
COCc1cccc(-c2csc(C(C)(O)c3ccccc3)n2)c1 (stereo not given) was read as DT40 TDP1 CPT inconclusive.
For O=C(COc1ccc(F)cc1Br)Nc1ccccc1N1CCCC1 the results were DT40 TDP1 CPT -23%.
CCCCNC(=O)C1(C)CCN1C(=O)c1ccc2c(c1)CCO2 (stereo not given) was read as DT40 TDP1 CPT -24%.
For COCC(C)NCc1cc2ccc(OC)cc2nc1N1CCN(c2ccc(F)cc2)CC1 (stereo not given) the results were DT40 TDP1 CPT -6%[9.04 µM].
`CC1(C(=O)NCc2ccco2)Cc2c(-c3ccccc3)ccnc2O1` (stereo not given) gave DT40 TDP1 CPT 2.6µM*.
Screening c1ccc(CN=C2CCCc3ccccc3N2)cc1 returned DT40 TDP1 CPT -28%.
Screening CNC(=O)[C@@H]1C[C@H](Sc2nc3ccccc3[nH]2)CN1Cc1ccccc1C(F)(F)F returned DT40 TDP1 CPT inconclusive.
Screening C[C@@H]1CN([C@@H](C)CO)C(=O)CCCn2cc(nn2)CO[C@H]1CN(C)C(=O)OCc1ccccc1 returned DT40 TDP1 CPT -17%.
COc1ccc([C@@H]2C[C@H]3[C@@H](CN2S(=O)(=O)c2ccccc2)C(=O)C[C@@H](c2ccc(C)cc2)N3S(=O)(=O)c2ccc(C)cc2)cc1 was read as DT40 TDP1 CPT -1%.
For Cc1ccc(Cc2c(-c3ccc(F)cc3)nc3c(C)cc(Br)cn23)cc1 the results were DT40 TDP1 CPT 21µM*.
CCc1c(-c2ccc(Cl)cc2)ncn1Cc1cccc(-c2ccccc2)c1 was read as DT40 TDP1 CPT 6.5µM*.
For O=C(NCc1cccc(C(F)(F)F)c1)c1csc(COCCO)n1 the results were DT40 TDP1 CPT 4%.
`C[C@@H]1CCCCO[C@@H](CN(C)C(=O)CCCN(C)C)[C@@H](C)CN([C@H](C)CO)C(=O)c2cc(NC(=O)CCC(F)(F)F)ccc2O1` gave DT40 TDP1 CPT 0%.
`CC(=O)N1CCC(C(=O)Nc2cc(S(=O)(=O)N3CCCCC3)ccc2C)CC1` gave DT40 TDP1 CPT 0%.
CNc1nc(NCCOc2ccccc2Cl)c2sccc2n1 was read as DT40 TDP1 CPT 9.2µM*.
For CCOC(=O)C1=C[C@@H](CC)N(S(=O)(=O)c2ccc(C)cc2)[C@H]1c1cccs1 the results were DT40 TDP1 CPT 15µM*.

Structures shown so far containing fluorine (six):
For O=C(COc1ccc(F)cc1Br)Nc1ccccc1N1CCCC1 the results were DT40 TDP1 CPT -23%.
For COCC(C)NCc1cc2ccc(OC)cc2nc1N1CCN(c2ccc(F)cc2)CC1 (stereo not given) the results were DT40 TDP1 CPT -6%[9.04 µM].
Screening CNC(=O)[C@@H]1C[C@H](Sc2nc3ccccc3[nH]2)CN1Cc1ccccc1C(F)(F)F returned DT40 TDP1 CPT inconclusive.
For Cc1ccc(Cc2c(-c3ccc(F)cc3)nc3c(C)cc(Br)cn23)cc1 the results were DT40 TDP1 CPT 21µM*.
For O=C(NCc1cccc(C(F)(F)F)c1)c1csc(COCCO)n1 the results were DT40 TDP1 CPT 4%.
`C[C@@H]1CCCCO[C@@H](CN(C)C(=O)CCCN(C)C)[C@@H](C)CN([C@H](C)CO)C(=O)c2cc(NC(=O)CCC(F)(F)F)ccc2O1` gave DT40 TDP1 CPT 0%.

The listing continues.
For CCCC(=O)N1CCCN(c2nc(N)c3cc(OC)c(OC)cc3n2)CC1 the results were DT40 TDP1 CPT -5%.
Screening O=C(OCc1cn([C@H]2C[C@H](c3ccc(Cl)cc3)N(C(=O)C3CCCCC3)C[C@@H]2O)nn1)c1ccccc1 returned DT40 TDP1 CPT -13%.
Screening COc1cc(=O)n2c(c1C(=O)N(C)Cc1nonc1C)CCN(Cc1cc(F)ccc1F)CC2 returned DT40 TDP1 CPT 2%[9.04 µM].
CCCCN(C=O)c1c(CC)nc2ccc(C(=O)N3CCN(C(=O)c4ccco4)CC3)cn12 was read as DT40 TDP1 CPT -23%.
CC(C)(C)C(=O)c1c(N)[nH]c(C(=O)c2ccccc2)c1-c1ccc(Br)cc1 was read as DT40 TDP1 CPT 21µM*.
Screening O=C(NC1CCCCC1)C1c2ccccc2OCC(=O)N1CCCN1CCOCC1 (stereo not given) returned DT40 TDP1 CPT 4%.
For CCOC(=O)C1(C)CCN1C(=O)COc1ccccc1 (stereo not given) the results were DT40 TDP1 CPT 2%.
Screening CCCCN(C)C(=O)c1sc(=O)n(Cc2cc(Cl)ccc2OC)c1C returned DT40 TDP1 CPT inconclusive.
CC(C)(C)c1ccc(S(=O)(=O)NC(=O)C2(C)CCN2C(=O)CC2CCCCC2)cc1 (stereo not given) was read as DT40 TDP1 CPT -13%.
`COc1ccccc1Cn1c(=S)[nH]c2cc(C(=O)N3CC(C)CC(C)C3)ccc2c1=O` (stereo not given) gave DT40 TDP1 CPT inconclusive.
COC(=O)c1c(OCc2cccnc2)cc(=O)n2c1CCN(C(=O)c1ccc(OC)c(F)c1)CC2 was read as DT40 TDP1 CPT 8%.
Screening CCC(C(=O)NC(C)(C)C)n1c(C(c2ccccc2)c2ccccc2)nc2ccccc21 (stereo not given) returned DT40 TDP1 CPT 18µM*.
For O=C(C[C@H]1C[C@@H]2c3cc(NC(=O)Nc4ccccc4)ccc3O[C@@H]2[C@@H](CO)O1)NCC1CC1 the results were DT40 TDP1 CPT 0%.
Screening Cc1ccc([C@H]2N[C@]3(CCCN(Cc4cccn4C)C3=O)[C@H]3C(=O)N(Cc4ccccc4)C(=O)[C@@H]23)cc1 returned DT40 TDP1 CPT -21%.
For CCCS(=O)(=O)NC(=O)C1(C)CCN(C(=O)c2ccc3ccccc3n2)C1 (stereo not given) the results were DT40 TDP1 CPT -1%.

Molecules above with a CF3 group, in the order listed:
Screening CNC(=O)[C@@H]1C[C@H](Sc2nc3ccccc3[nH]2)CN1Cc1ccccc1C(F)(F)F returned DT40 TDP1 CPT inconclusive.
For O=C(NCc1cccc(C(F)(F)F)c1)c1csc(COCCO)n1 the results were DT40 TDP1 CPT 4%.
`C[C@@H]1CCCCO[C@@H](CN(C)C(=O)CCCN(C)C)[C@@H](C)CN([C@H](C)CO)C(=O)c2cc(NC(=O)CCC(F)(F)F)ccc2O1` gave DT40 TDP1 CPT 0%.

Following part:
O=C1Nc2ccccc2-n2nnnc2C1N1CCN(c2ccc(C(F)(F)F)cc2[N+](=O)[O-])CC1 (stereo not given) was read as DT40 TDP1 CPT 23µM*.
For CCc1nc2ccc(C(=O)N3CCC(O)(Cc4ccccc4)CC3)cn2c1N(C)C(=O)Cc1ccccc1 the results were DT40 TDP1 CPT -30%.
`O=S(=O)(Cc1nnnn1-c1ccc(Br)cc1)c1ccccc1` gave DT40 TDP1 CPT -12%.
`CS(=O)(=O)N(CC(=O)N1CCCC1)c1ccc(F)cc1` gave DT40 TDP1 CPT -8%.
COc1cc(=O)n2c(c1C(=O)NCc1ccco1)CCN(Cc1c(F)cccc1F)CC2 was read as DT40 TDP1 CPT -7%.
`COc1ncnc2c1ncn2CCCN(C)CCc1ccccn1` gave DT40 TDP1 CPT -10%.
For Cc1c(C(=O)NCc2ccc(F)cc2)sc(=O)n1Cc1ccc(Cl)c(Cl)c1 the results were DT40 TDP1 CPT inconclusive.
`CC1(C)Cc2c(sc(NC(=O)Cc3ccccc3)c2C#N)C(C)(C)N1` gave DT40 TDP1 CPT inconclusive.
`COc1ccc(F)cc1-c1cc(C(=O)NCc2cc(C(F)(F)F)cc(C(F)(F)F)c2)[nH]n1` gave DT40 TDP1 CPT 18µM*.
`O=c1[nH][nH]c2c1[C@H](c1ccc(F)cc1)O[C@H](C1CCCCC1)C2` gave DT40 TDP1 CPT -10%.
Screening COc1cccc(C(C(=O)NC2CCCC2)N2CCN(c3cc(C)ccc3C)CC2)c1OC (stereo not given) returned DT40 TDP1 CPT 21µM*.
For CCc1nc2ccc(C(=O)N3CCN(C(=O)c4ccco4)CC3)cn2c1N(C)Cc1nccs1 the results were DT40 TDP1 CPT -26%.
Screening COc1ccc([C@H]2C[C@H](O)[C@@H](n3cc(C4CC4)nn3)CN2CC2CCCCC2)cc1 returned DT40 TDP1 CPT inconclusive.
`COC(=O)[C@]12CCCCC=C1N(CCC1=CCCCC1)C(=O)[C@H](CC(=O)N1CCCCC1)C2` gave DT40 TDP1 CPT 18µM*.
COC(=O)C[C@@H]1C[C@@H]2c3cc(NS(=O)(=O)c4ccccc4)ccc3O[C@@H]2[C@@H](CO)O1 was read as DT40 TDP1 CPT inconclusive.
CCCCCCCCN1C(=O)[C@H](CC(=O)NCc2ccc(C)o2)C[C@@]2(C(=O)OC)CCCCC=C12 was read as DT40 TDP1 CPT inconclusive.
Screening COc1ccccc1N(CC(=O)NCCSCc1ccccc1)S(=O)(=O)c1ccccc1 returned DT40 TDP1 CPT inconclusive.
COC(=O)[C@@H]1CCCN1C(=O)c1c(OC)cc(=O)n2c1CCN(Cc1cc(OC)ccc1F)CC2 was read as DT40 TDP1 CPT -2%.
For O=C(NCc1cccs1)c1ccc2sc([C@@H]3O[C@H](CO)[C@H](O)[C@H](O)[C@H]3O)nc2c1 the results were DT40 TDP1 CPT -18%.
Screening COc1ccc(-c2cc(CNc3nc(NCc4ccccc4OC)nc4ccsc34)on2)cc1 returned DT40 TDP1 CPT 16µM*.
Cc1cccc(Cl)c1NC(=O)NCCCN1CCCCC1C (stereo not given) was read as DT40 TDP1 CPT 4%.
CCCS(=O)(=O)NC(=O)C1(C)CCCN(C(=O)c2cccs2)C1 (stereo not given) was read as DT40 TDP1 CPT 10%.
CCCCCCCCCCCCCCCCC(C(=O)O)C(O)(CC(=O)O)C(=O)O (stereo not given) was read as DT40 TDP1 CPT 17%.
For Cc1ncc2c(c1CNC(=O)c1ccc3c(c1)OCO3)CCN(C(=O)c1ccoc1)C2 the results were DT40 TDP1 CPT 2%[9.04 µM].
Screening O=C(NCC1CC1)c1ccc2nc([C@@H]3O[C@H](CO)[C@H](O)[C@H](O)[C@H]3O)[nH]c2c1 returned DT40 TDP1 CPT 1%.
For COc1ccccc1Cc1c(-c2ccc(C#N)cc2)nc2ccc(Br)cn12 the results were DT40 TDP1 CPT 21µM*.
For COc1ccc(C(=O)N(C)[C@H]2C[C@H]3c4[nH]c5ccccc5c4CCN3C[C@H]2[C@H](C)O)cc1 the results were DT40 TDP1 CPT inconclusive.
Screening CCCCn1nnnc1C(c1cc2ccccc2o1)N1CCN(CC(=O)NC(C)C)CC1 (stereo not given) returned DT40 TDP1 CPT -18%.
For COc1cccc(NC(=S)NC(Cc2ccccc2)c2ccccc2)c1 (stereo not given) the results were DT40 TDP1 CPT inconclusive.
For COCc1cccc(-c2csc(C(O)c3cccc(OC)c3)n2)c1 (stereo not given) the results were DT40 TDP1 CPT 18µM*.
COc1ccc(C(C)(O)c2nc(-c3cccc(O)c3)cs2)cc1 (stereo not given) was read as DT40 TDP1 CPT 18µM*.
Screening COCCCN1C(=O)C(CC(=O)NC(c2ccccc2)c2ccccc2)CC(C(=O)N2CCCCCC2)=C1C (stereo not given) returned DT40 TDP1 CPT inconclusive.
For CC1C(=O)CC2C3(C)CCC2(C(C)C(=O)O)C(=O)C13 (stereo not given) the results were DT40 TDP1 CPT -4%.
For CCC(C(=O)NC(C)(C)C)n1c(-c2ccccc2)nc2ccccc21 (stereo not given) the results were DT40 TDP1 CPT 21µM*.
For O=c1[nH]c(=S)[nH]c2c1[C@H](CCc1cccc(Cl)c1)O[C@H](C1CCCC1)C2 the results were DT40 TDP1 CPT -13%.
CC1(C(=O)Nc2ccc(Cl)c(Cl)c2)CCN1C(=O)CC(c1ccccc1)c1ccccc1 (stereo not given) was read as DT40 TDP1 CPT 18µM*.
Screening COc1ccc(CCNC(=O)Nc2nc(C(N)COCc3ccccc3)cs2)cc1OC (stereo not given) returned DT40 TDP1 CPT inconclusive.
Screening O=C(CC1CC2CCC1C2)N1CCN(S(=O)(=O)c2ccc(C(F)(F)F)cc2)CC1 (stereo not given) returned DT40 TDP1 CPT -2%.
O=C(NC1CC1)c1ccc2sc([C@H]3C[C@H](O)[C@@H](CO)O3)nc2c1 was read as DT40 TDP1 CPT 0%.
